RNase H inhibition – RNase H inhibition, HIV 1 Gag Pol polyprotein, FRET biochemical assay, screening (AID 372); HIV-1 RT RNase H, FRET RNA/DNA substrate fluorescence; higher % means a stronger effect; inhibition, % at 10 µM; hits with a dose series show IC50 in µM; hit rate 0.77% among 100,000; in the data active = inhibition above about 50%
Starred values were filed as active, the others as inactive. These rows are one share of the data (hit frequency here may not be typical).

CCOc1cc(C2C(C(=O)OC(C)C)=C(C)NC3=C2C(=O)CC(c2ccc(OC)cc2)C3)cc(Cl)c1O (stereo not given)
  RNase H inhibition = 14.0%
Cc1ccc(N2C(=O)CC(Sc3ncccn3)C2=O)cc1 (stereo not given)
  RNase H inhibition = 6.0%
Cc1cc(OCCN2CCCCC2)ccc1Cl
  RNase H inhibition = 11.0%
CC(C)(C)OC(=O)COc1ccc2cc(-c3nc4ccccc4s3)c(=O)oc2c1
  RNase H inhibition = 0.0%
CCOC(=O)/C=C/C(=O)Nc1nc(-c2ccccc2)cs1
  RNase H inhibition = 5.0%
O=C(O)c1ccc(-c2nnc(-c3ccccc3Cl)o2)cc1
  RNase H inhibition = 18.0%
CC1=C(C#N)C(c2cccc([N+](=O)[O-])c2)C2=C(CC(C)(C)CC2=O)N1 (stereo not given)
  RNase H inhibition = 3.0%
O=C(O)C1CCCCC1C(=O)Nc1nc2ccccc2s1 (stereo not given)
  RNase H inhibition = 0.0%
CCS/C(=N/Nc1cccc(Cl)c1C)C(C)=O
  RNase H inhibition = 10.0%
COc1ccc(NC(=O)c2cc(Cl)ccc2OC)cc1OC
  RNase H inhibition = 13.0%

COc1ccc2nc(/N=C(/N)NC(=O)c3ccccc3)nc(C)c2c1
  RNase H inhibition = 11.0%
CCOC(=O)C1=C(C)N(c2ccccc2)C(=S)NC1c1ccc(OC)cc1 (stereo not given)
  RNase H inhibition = 0.0%
COc1ccc(-c2csc(Nc3cc(C)ccn3)n2)cc1OC
  RNase H inhibition = 5.0%
Cc1ccc(-c2cnc3ccccc3n2)c(C)c1
  RNase H inhibition = 11.0%
Cc1cc(Cl)ccc1OCCOCCN1CCC(C)CC1
  RNase H inhibition = 8.0%
O=C(/C=C/c1ccc([N+](=O)[O-])cc1)Nc1ccc2ccccc2c1
  RNase H inhibition = 13.0%
Cc1cc(O)c(N=Cc2cccc(C)c2O)cc1C
  RNase H inhibition = 12.0%
O=c1c2ccccc2nc(SCc2ccccc2)n1C1CCCC1
  RNase H inhibition = 15.0%
COc1cc(Cl)cc(/C=C2\SC(=S)NC2=O)c1OC
  RNase H inhibition = 11.0%
CC1=NN(c2ccc(C)cc2)C(=O)/C1=C\c1c(C)[nH]n(-c2ccc(C)cc2C)c1=O
  RNase H inhibition = 16.0%

O=C(N/N=C/c1cccc(O)c1)c1cc(-c2cccc3ccccc23)n[nH]1
  RNase H inhibition = 43.0%
O=C(NC(=S)Nc1ccc(O)c(-c2nc3ccccc3o2)c1)c1ccccc1Cl
  RNase H inhibition = 8.0%
COc1ccc(Cc2noc(-c3ccc(OC)c(OC)c3)n2)cc1
  RNase H inhibition = 0.0%
CCOC(=O)C1=C(C)N=c2s/c(=C\c3ccc4c(c3)OCO4)c(=O)n2C1c1ccc2c(c1)OCO2 (stereo not given)
  RNase H inhibition = 6.0%
CCOC(=O)COc1ccc(N)cc1CC(NC(C)=O)(C(=O)OCC)C(=O)OCC
  RNase H inhibition = 12.0%
CCc1ccc2oc(-c3cc(NC(=S)NC(=O)c4ccc(OC)cc4)ccc3Cl)nc2c1
  RNase H inhibition = 6.0%
CC1=C(C(=O)Nc2ccc(C)cc2)C(c2ccc3c4c(cccc24)CC3)NC(=S)N1 (stereo not given)
  RNase H inhibition = 6.0%
O=[N+]([O-])c1ccc(O)c(C=Nc2ccc(Br)cn2)c1
  RNase H inhibition = 2.0%
COC(=O)CN(c1ccc(C)cc1C)S(=O)(=O)c1ccccc1
  RNase H inhibition = 4.0%
CCOc1ccc2nc(NC(=O)c3ccccc3-c3ccccc3C(=O)O)sc2c1
  RNase H inhibition = 0.0%

CCCCOC(=O)c1ccc(NC(=O)c2c(Cl)ccc(Cl)c2OC)cc1
  RNase H inhibition = 4.0%
O=C(NCCN1CCOCC1)c1ccc(Cl)cc1[N+](=O)[O-]
  RNase H inhibition = 3.0%
O=C(c1ccccc1)c1coc2c1C(=O)c1ccccc1C2=O
  RNase H inhibition = 4.0%
Nc1c(/C=C2/C=Nc3ccccc32)c(=O)nc2sc(-c3ccccc3)nn12
  RNase H inhibition = 9.0%
Cc1cc(Br)c(-c2ccc(/C=C3/SC(=S)NC3=O)o2)cc1C
  RNase H inhibition = 18.0%
Cn1c2ccc([N+](=O)[O-])cc2c2nc3ccccc3nc21
  RNase H inhibition = 0.0%
CC(C)COc1cc(=O)[nH]c(SCC(C)C)n1
  RNase H inhibition = 17.0%
O=C(NC(=S)Nc1ccc(N2CCCCC2)c(Cl)c1)c1ccccc1Cl
  RNase H inhibition = 12.0%
COC(=O)C1=C(C)N=c2s/c(=C/c3ccc(-c4cccc([N+](=O)[O-])c4)o3)c(=O)n2C1c1ccc(OC(C)=O)cc1 (stereo not given)
  RNase H inhibition = 0.0%
O=C1NC(=O)C(=Cc2ccccc2OCCOc2ccccc2)C(=O)N1
  RNase H inhibition = 0.0%

COCc1nc2ccccc2c2ccccc12
  RNase H inhibition = 6.0%
O=C(Nc1cccnc1)C1COc2ccccc2O1 (stereo not given)
  RNase H inhibition = 5.0%
CC(C)N(C(=O)c1ccc(F)cc1)C(C)C
  RNase H inhibition = 4.0%
CC(C)C(=O)Nc1cccc2c1C(=O)N(c1ccccc1)C2=O
  RNase H inhibition = 15.0%
CCCOC(=O)C1=C(C)NC2=C(C(=O)CCC2)C1c1ccc(C)cc1 (stereo not given)
  RNase H inhibition = 6.0%
Clc1ccc(/C=N\Nc2nc3ccccc3o2)c(Cl)c1
  RNase H inhibition = 27.0%
CCOc1cccc(=O)c2c(C)n(-c3ccc(OC)cc3)c(C)c12
  RNase H inhibition = 13.0%
Cc1ccc(-c2cc(NC(=O)c3ccncc3)n[nH]2)cc1
  RNase H inhibition = 10.0%
COc1cc2c(cc1OC)C(c1cccc(Cl)c1)N(Cc1ccc(C)cc1C)CC2 (stereo not given)
  RNase H inhibition = 25.0%
O=C(Nc1nc(-c2ccc3ccccc3c2)cs1)c1ccncc1
  RNase H inhibition = 3.0%

Next part.
smiles	RNase H inhibition
CC1(C)CC(=O)C(C=NCc2ccc(Cl)cc2Cl)=C(O)C1	0.0%
CCC(=O)Nc1nc2ccccc2n1CCCN(C)C	12.0%
O=c1/c(=C/c2cc(Br)ccc2O)sc2nc3ccccc3n12	15.0%
COC(=O)CN(c1cc(OC)ccc1OC)S(=O)(=O)c1ccccc1	2.0%
c1ccc(Oc2cccc(CN3CCCCC3)c2)cc1	5.0%
COc1ccc(-c2ccc(C(C)=O)cc2)cc1	13.0%
COc1ccc(S(=O)(=O)N2CCN(C(=O)c3ccco3)CC2)cc1	2.0%
COc1ccc(C(=O)n2nc(C)c(Sc3ccccc3)c2C)cc1	0.0%
CCOc1cc(OCC)cc(C(=O)Nc2ccc(F)c([N+](=O)[O-])c2)c1	13.0%
COc1ccc(OC)c(C=Nc2ccccc2)c1	10.0%
CCOC(=O)C1=C(C)NC(=S)NC1c1cn(-c2ccccc2)nc1-c1ccc(Cl)cc1 (stereo not given)	27.0%
Cc1cc(N=Cc2cc(Br)ccc2O)no1	8.0%
O=C(/C=C/C=C/c1ccccc1)c1ccncc1	18.0%
Cc1ccc(/C=C2/SC(=Nc3ccc4ccccc4c3)NC2=O)cc1	9.0%
COc1cccc2c(C)nc(Nc3nc(O)cc(=O)[nH]3)nc12	9.0%
COc1cc(/C=N/n2cnnc2)cc(Br)c1OCCOc1ccc(C(C)(C)C)cc1	17.0%
O=[N+]([O-])c1ccc(S(=O)(=O)Nc2ccc(Nc3ccccc3)cc2)cc1	5.0%
C/C(=N\Nc1cc(-c2ccccc2)nc(-c2ccc(Br)cc2)n1)c1c(F)c(F)c(F)c(F)c1F	10.0%
Cc1cc(C)c(S(=O)(=O)Nc2cc(Cl)ccc2Cl)c(C)c1	2.0%
OC(COc1ccccc1Cl)CN1CCN(CC(O)COc2ccccc2Cl)CC1 (stereo not given)	12.0%
COCCN1C(=O)C(=O)/C(=C(/O)c2ccccc2)C1c1ccccc1 (stereo not given)	4.0%
COC(=O)c1ccccc1NC(=O)c1cc2nc(-c3ccccc3)cc(C(F)(F)F)n2n1	2.0%
CC(C)(C)c1ccc(-c2n[nH]c(=S)n2N=Cc2ccncc2)cc1	21.0%
Cc1ccc(NS(=O)(=O)c2cccc([N+](=O)[O-])c2)cc1Cl	6.0%
Cc1c(C(c2ccccc2O)c2c(C)n(C)n(-c3ccccc3)c2=O)c(=O)n(-c2ccccc2)n1C	6.0%
C/C(=N/NC(=O)C1C2CCCCC21)c1ccc2ccccc2c1O (stereo not given)	15.0%
COc1ccccc1CNC(=O)C/C(C)=N/NC(=O)C(=O)NC(C)C	0.0%
COc1ccc(C(=O)Nc2cccc(C)c2C)cc1OC	7.0%
COc1cc(/C=N/NC(N)=O)cc2sc(=O)oc12	4.0%
O=C(CSCc1cccc(Cl)c1)NCc1ccccc1	7.0%
O=C(Nc1ccc2c(c1)OCO2)c1nn2c(c1Cl)NC(c1cccs1)CC2C(F)(F)F (stereo not given)	11.0%
O=[N+]([O-])c1ccc(Nc2cccc(F)c2)nc1	14.0%
COc1ccc(-n2cnc3cc(Nc4nnc(C)c5ccccc45)ccc32)cc1	11.0%
COc1ccc(/C=C(\NC(=O)c2ccc(OC)c(OC)c2)C(=O)N2CCN(C)CC2)cc1	6.0%
COc1ccc2ccccc2c1/C=C1/C(=O)NC(=O)N(Cc2ccco2)C1=O	50.0%*
O=C(NNC(=S)Nc1ccccc1)c1cc(-c2ccccc2)nc2ccccc12	8.0%
O=S(=O)(c1ccc2ccccc2c1)N1CCN(Cc2ccc3c(c2)OCO3)CC1	9.0%
O=C(O)CC(Cc1ccc(Br)cc1)C(=O)O (stereo not given)	34.0%
Cc1cc(C(=O)N2CCN(C(c3ccccc3)c3ccccc3)CC2)ccc1[N+](=O)[O-]	15.0%
CN(N)c1nc(N2CCCC2)nc(N2CCCC2)n1	6.0%
Cc1cc(C)n(-c2cc(N/N=C\c3ccc(N(C)C)cc3)nc(C)n2)n1	21.0%
O=C(Nc1cc(Cl)cc(Cl)c1)c1ccc(Cl)cc1Cl	5.0%
Cn1cc(/C=C2/SC(=S)N(c3cccc(C(F)(F)F)c3)C2=O)c2ccccc21	9.0%
Cc1ccc(S(=O)(=O)CC(=S)Nc2ccccc2)cc1	14.0%
COc1ccc(OC)c2c1C(=O)c1ccccc1C2=O	0.0%
CCCC1(O)CC(c2ccccc2)N(C)C(c2ccccc2)C1C (stereo not given)	16.0%
CCOC(=O)C1=C(C)N=c2s/c(=C/c3cc(C)n(-c4ccc(C)cc4)c3C)c(=O)n2C1c1ccccc1 (stereo not given)	20.0%
COc1ccc(C)cc1NC(=O)Cn1cnc2c1c(=O)n(C)c(=O)n2C	14.0%
CC(C)(C)c1ccccc1OCC(O)CN1CCN(Cc2ccc3c(c2)OCO3)CC1 (stereo not given)	13.0%
O=c1nc(/C=C/c2cc([N+](=O)[O-])ccc2Cl)cc(C(F)(F)F)[nH]1	3.0%

Next section
smiles	RNase H inhibition
CCCCOc1ccc(/C=N/NC(=O)c2ccc(O)cc2O)cc1	6.0%
CN1C(=O)CC(C(=O)O)SC1=Nc1ccc(F)cc1 (stereo not given)	17.0%
COc1ccc(C(=O)Nc2ccc3nn(-c4ccccc4)nc3c2)cc1[N+](=O)[O-]	18.0%
COC(=O)c1c(N)c(C#N)c(C)n1Cc1ccccc1	8.0%
CCOC(=O)C1CCCN(C(=O)c2ccc(F)cc2)C1 (stereo not given)	4.0%
CCOC(=O)C1=C(C)N=c2s/c(=C\c3ccc(Br)cc3)c(=O)n2C1c1c(OC)ccc2ccccc12 (stereo not given)	22.0%
CCOc1c(Br)cc(/C=C2/C(=O)N(c3ccc(Cl)c(C(=O)O)c3)N=C2C)cc1OC	9.0%

Entries from the list above that contain a nitro group on carbon:
smiles	RNase H inhibition
CC1=C(C#N)C(c2cccc([N+](=O)[O-])c2)C2=C(CC(C)(C)CC2=O)N1 (stereo not given)	3.0%
O=C(/C=C/c1ccc([N+](=O)[O-])cc1)Nc1ccc2ccccc2c1	13.0%
O=[N+]([O-])c1ccc(O)c(C=Nc2ccc(Br)cn2)c1	2.0%
O=C(NCCN1CCOCC1)c1ccc(Cl)cc1[N+](=O)[O-]	3.0%
Cn1c2ccc([N+](=O)[O-])cc2c2nc3ccccc3nc21	0.0%
COC(=O)C1=C(C)N=c2s/c(=C/c3ccc(-c4cccc([N+](=O)[O-])c4)o3)c(=O)n2C1c1ccc(OC(C)=O)cc1 (stereo not given)	0.0%
CCOc1cc(OCC)cc(C(=O)Nc2ccc(F)c([N+](=O)[O-])c2)c1	13.0%
O=[N+]([O-])c1ccc(S(=O)(=O)Nc2ccc(Nc3ccccc3)cc2)cc1	5.0%
Cc1ccc(NS(=O)(=O)c2cccc([N+](=O)[O-])c2)cc1Cl	6.0%
O=[N+]([O-])c1ccc(Nc2cccc(F)c2)nc1	14.0%
Cc1cc(C(=O)N2CCN(C(c3ccccc3)c3ccccc3)CC2)ccc1[N+](=O)[O-]	15.0%
O=c1nc(/C=C/c2cc([N+](=O)[O-])ccc2Cl)cc(C(F)(F)F)[nH]1	3.0%
COc1ccc(C(=O)Nc2ccc3nn(-c4ccccc4)nc3c2)cc1[N+](=O)[O-]	18.0%
